# Screening data as filed in PubChem BioAssay.
# PriA SSB inh: inhibitors of Klebsiella pneumoniae PriA binding to SSB C-terminal tail; AlphaScreen SSBct-PriA binding, biotinylated peptide; inhibition, % at 33 µM; hit rate 0.6% among 430,000; AID 1272365; in the data active = inhibition mostly above about 37%, no sharp cut-off; inactive = mostly below about 20%;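 note: plate controls were negative control peptide for no effect and reference peptide for full effect; strong numbers were not always called active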
# An asterisk follows results filed as active; & = joins results of further samples.
SMILES,PriA SSB inh
COc1ccccc1C(CNC(=O)CCSc1ccccc1)OC (stereo not drawn),-21
O=C(NCCC1CCCCN1S(=O)(=O)c1cccs1)Nc1ccc(Cl)cc1 (stereo not drawn),9
Cc1cccc(CC(=O)NCCn2ncccc2=O)c1,8
CS(=O)(=O)C1CCN(S(=O)(=O)c2ccc(C(F)(F)F)cc2)CC1,-5
CC(C)CCn1c(CN2CCCCCC2)nc2ccccc21,4
Cc1ccc2c(c1)c1c(n2CC(O)CN2CCN(Cc3ccccc3)CC2)CCCC1 (stereo not drawn),16
O=C(NCC(=O)N1CCO[C@H](c2ccccc2)C1)C(=O)Nc1ccc(F)c(Cl)c1,-5
O=C(COc1ccccc1F)NC[C@H]1CCCN(c2nccs2)C1,-3
NC(=O)c1ccccc1NC(=O)Cc1csc(Nc2cccc(C(F)(F)F)c2)n1,-3
Cn1nnn(-c2ccc(NC(=O)[C@@H]3CC=CCC3)cc2)c1=O,-6
Cc1nc2c(cc1C(=O)NN=Cc1ccc(O)c(O)c1)c(=O)n(C)c(=O)n2C,-16
O=C1CCC(=O)N1NC(=O)C12CC3CC(CC(C3)C1)C2,1
Cc1ccc(S(=O)(=O)Nc2ccccc2C=Nc2nc3ccccc3n2C)cc1,-6
Cc1nc2c([nH]1)C[C@@H](C(=O)N1CCN(C3CCC3)CC1)CC2,-7
COc1ccc(-c2ccc(C#N)c(SCC(=O)N3CCOCC3)n2)cc1,-14
CCSc1nnc(NC(=O)CSc2nc3[nH]ncc3c(=O)[nH]2)s1,-5
CCS(=O)(=O)c1ccc(C(=O)Nc2cc(C)no2)cc1,-2&-1
Cc1ccc(S(=O)(=O)N2CCN(c3ccc(-c4ccc(Cl)cc4)nn3)CC2)s1,-15
O=c1n(CCNS(=O)(=O)c2ccc3c(c2)OCCO3)nc(-c2ccco2)n1C1CC1,-4
CC(=O)Nc1c(C(=O)Nc2ccc(OC(F)(F)F)cc2)oc2ccccc12,-19
CCOc1ccc(C(O)=C2C(=O)C(=O)N(c3ccc(OC)cc3)C2c2ccccc2[N+](=O)[O-])cc1 (stereo not drawn),1
CC(C)S(=O)(=O)c1ccc(CC(=O)NCCc2csc3nc(-c4ccccc4F)nn23)cc1,-6
CCc1ccccc1N1N=NC2C(=O)N(c3cccc(Cl)c3)C(=O)C21 (stereo not drawn),-4&-3
CN(CCCC(=O)NC(C)(C)CO)S(=O)(=O)c1ccc2c(c1)C(=O)c1ccccc1C2=O,15
CCOc1cc(-c2nnc(NC(C)=O)o2)cc(OCC)c1OCC,-7
SMILES,PriA SSB inh
CCn1c(CC2CCCN(S(=O)(=O)c3ccc4c(c3)OCCO4)C2)n[nH]c1=O (stereo not drawn),-9
NS(=O)(=O)c1ccc(CCNC(=O)C(=O)NCc2ccc3c(c2)OCO3)cc1,10
Cc1cc(-c2ccc(C=Nn3cnnc3)o2)c([N+](=O)[O-])cc1C,7
Cc1cc(NC(=O)Cn2nc(C3CC3)c3cnn(-c4cccc(Cl)c4)c3c2=O)no1,-1
Cc1sc2ncnc(SCC(=O)c3ccc4c(c3)OCCO4)c2c1C,-12
CSc1ccccc1NC(=O)c1ccc(N2CCC(Cc3ccccc3)CC2)nn1,-18
CS(=O)(=O)C1CCN(C(=O)CCC2CCCCC2)C1 (stereo not drawn),-7
Cc1ccccc1Oc1ccc(S(=O)(=O)Nc2cccnc2)cc1,9
O=C(CN1C(=O)c2ccccc2C1=O)Nc1ccc(Cl)c(C(=O)c2ccccc2)c1,-7
CCc1nnc(-c2cccc(OCC(=O)Nc3cc(C)on3)c2)o1,-10
COc1ccc(N(C)S(=O)(=O)c2ccsc2-c2nc(-c3ccc(F)cc3)no2)cc1,-6
COc1ccc(OC)c2c1sc(=NC(=O)CCc1ccccc1)n2C,-4
COc1cc(/C=C/C(=O)O)c(S(=O)(=O)NCc2ccco2)cc1OC,-9
C=CCN1C(=O)C(Cc2ccccc2)S/C1=N/N=C\c1ccccc1 (stereo not drawn),56*
CCOc1ccc(-c2noc(-c3ccc(CS(=O)(=O)c4ccc(C)cc4C)o3)n2)cc1OC,-11
Cn1ccnc1SCC1CCN(C(=O)c2cc(=O)c3ccccc3o2)CC1,1
Brc1ccc(-c2nnc(-c3ccncc3)o2)cc1,-2
COc1ccc(CCNS(=O)(=O)c2ccc(C(C)(C)C)cc2)cc1OC,-15
O=C(Nc1cccc(-c2cn3ccsc3n2)c1)c1ccc(Cl)c(Cl)c1,14
COc1cccc(S(=O)(=O)N2CC(C)CC(C)C2)c1 (stereo not drawn),-21
CS(=O)(=O)c1ccc2nc(NC(=O)c3ccc(Br)cc3)sc2c1,-4
COc1cc(NC(=O)NCC(c2ccsc2)N2CCN(C)CC2)cc(OC)c1OC (stereo not drawn),0
O=C(Nc1nccs1)C(=O)NC1CCCCC1,-3
Cc1onc(-c2ccccc2Cl)c1C(=O)Nc1nnc(-c2cccs2)o1,38*
C=CCN(CC=C)S(=O)(=O)c1ccc(C(=O)Nc2nc(-c3ccccc3)c(C(=O)c3ccccc3)s2)cc1,-14
SMILES,PriA SSB inh
O=S(=O)(N=C(Nc1cccc2ccccc12)c1ccc(F)cc1)c1ccccc1,10
Cc1cccc(S(=O)(=O)N2CCN(Cc3ccccc3)CC2)c1,-24
O=C(NCC1(Sc2ccccc2)CCOCC1)C1COc2ccccc2O1 (stereo not drawn),-7
COc1ccc(NC(=O)C(=O)NN=C(C)CC(=O)Nc2ccccn2)c(OC)c1,9
O=C(CCCc1ccccc1)Nc1cnc(Oc2ccccc2)nc1,-15
COc1ccc2nc(N(Cc3cccnc3)C(=O)Cc3cccc4ccccc34)sc2c1,-13
CCOC(=O)N1CCN(C(=O)CSc2nnc(Cc3cccn3C)n2Cc2ccccc2)CC1,5&6
Cc1ccc(Cl)c2sc(NCCN(C)C)nc12,21
S=C(NC1Cc2ccccc2C1)N1CCN(c2ccc(Cl)c(Cl)c2)CC1,5
CC(=NNC(=O)c1ccncc1)c1cccc(NC(=O)c2ccc(Cl)s2)c1,-6
Cc1ccccc1OCc1ccc(C(=O)Nc2nccs2)o1,-10
O=S1(=O)c2ccccc2C(c2ccccc2)=NN1Cc1cccc(C(F)(F)F)c1,-50
COc1ccc(C(=O)N2CCCc3ccc(N)cc32)cc1,-5
CCCCCCCCCCCCCCSCc1ccc(O)c2ncccc12,57
O=C(ON=Cc1ccc(N2CCCCC2)c([N+](=O)[O-])c1)c1c(F)cccc1F,41*
Clc1cccc(Cl)c1C=NNc1nccs1,16
CC1(C)Cc2cccc(OCC(=O)NCc3ccccn3)c2O1,-3
N#Cc1ccccc1NC(=O)C(=O)NCCN1CCOC(c2ccccc2)C1 (stereo not drawn),-9
CSc1ccc(C(=O)Nc2nnc(-c3cc(C)nn3C)o2)cc1,2
Cc1cc(NC(=O)c2cc3ccccc3o2)n(C(C)C)n1,-2
Cc1ccc(C23CC4CC(CC(CN=Cc5ccc([N+](=O)[O-])cc5)(C4)C2)C3)cc1,-7
NC(Cc1ccc(Cl)cc1Cl)=NOC(=O)Cc1ccc(Cl)cc1,-34
Cc1cccc(S(=O)(=O)c2c(N)n(/N=C\c3cccs3)c3nc4ccccc4nc23)c1,-5
CCCCC(=O)NN=Cc1ccc(Sc2cccc3cccnc23)o1,100*
Cc1nnsc1C(=O)N1CCC(CNC(=O)c2ccc(OC(F)(F)F)cc2)CC1,-16
SMILES,PriA SSB inh
CCn1nnc2c(N3CCN(C(=O)CSCc4ccccc4)CC3)ncnc21,-9
O=C(CSc1nnc(NC(=O)c2ccc(Cl)cc2Cl)s1)NCc1ccco1,-5
N#CC1=C(SCC(=O)Nc2ccc(Cl)cc2)NC(=O)CC1c1cccs1 (stereo not drawn),-4
O=C(NCC(=O)N1CCOC(c2ccccc2)C1)C1CCCCC1 (stereo not drawn),-7
O=S(=O)(NCc1cnn2ccccc12)c1cccs1,-9
COc1ccc(CNC(=O)NCCS(=O)(=O)c2c(C)n(C)c3ccccc23)cc1OC,7
O=C(Cn1c(=O)nc(-c2ccccc2)c2cc(Cl)ccc21)NCc1ccco1,-14&-3
COC(=O)C1=C(NC(=O)c2ccccc2F)CCS1,-11
O=C(CCC1=NS(=O)(=O)c2ccccc2N1)Nc1ccc(F)cc1,-3
COc1ccc(CCNC(=O)Cn2cnc(-c3ccc(C)cc3)cc2=O)cc1OC,-10
O=C(Nc1ccc2c(c1)OCO2)N(CC(F)(F)F)C1CCOCC1,-7
CCOC(=O)C(C)Sc1nnc2n1CCN2c1ccccc1 (stereo not drawn),6
Cc1c(Cl)cccc1S(=O)(=O)NCC1CCN(C(=O)c2ccoc2)CC1,3
CC(=NO)C(=O)C(CN1CCCCC1)CN1CCCCC1,-12
CCc1ccc(S(=O)(=O)N2CCN(c3ccc(-c4cccs4)nn3)CC2)s1,-5
NC(=O)c1ccccc1OCC#CCNS(=O)(=O)c1ccc2c(c1)CCCC2,-8
CCOC(=O)c1c(-c2ccc(F)cc2)csc1NC(=O)CNCc1ccccc1,-6
O=C(NCc1cncc(-c2cccs2)c1)c1cc2ccccc2s1,-6
COc1cc(OC)c(OC)cc1C=NN(C)c1ccccc1,73*
CCC(CO)NCC(O)COCc1ccc(Cl)cc1 (stereo not drawn),-2
CCOc1ccc(Br)cc1/C=C/C(=O)Nc1ccc2c(c1)OCO2,20
O=C(Cc1cccc2ccccc12)NCC(c1ccsc1)N1CCOCC1 (stereo not drawn),-2
CCNC(=S)NN=Cc1cn(Cc2ccc(F)cc2)c2ccccc12,35
Cn1cccc1C(CNC(=O)C(C)(C)C)N1CCc2ccccc2C1 (stereo not drawn),-1
COc1cn(CC(=O)NCc2ccc3c(c2)OCO3)c(CSc2ccc(Cl)cc2)cc1=O,1

# 19 entries from above, as tab-separated lines:
molecule	PriA SSB inh
CCn1nnc2c(N3CCN(C(=O)CSCc4ccccc4)CC3)ncnc21	-9
O=C(CSc1nnc(NC(=O)c2ccc(Cl)cc2Cl)s1)NCc1ccco1	-5
N#CC1=C(SCC(=O)Nc2ccc(Cl)cc2)NC(=O)CC1c1cccs1 (stereo not drawn)	-4
O=C(NCC(=O)N1CCOC(c2ccccc2)C1)C1CCCCC1 (stereo not drawn)	-7
O=S(=O)(NCc1cnn2ccccc12)c1cccs1	-9
COc1ccc(CNC(=O)NCCS(=O)(=O)c2c(C)n(C)c3ccccc23)cc1OC	7
O=C(Cn1c(=O)nc(-c2ccccc2)c2cc(Cl)ccc21)NCc1ccco1	-14&-3
COC(=O)C1=C(NC(=O)c2ccccc2F)CCS1	-11
O=C(CCC1=NS(=O)(=O)c2ccccc2N1)Nc1ccc(F)cc1	-3
COc1ccc(CCNC(=O)Cn2cnc(-c3ccc(C)cc3)cc2=O)cc1OC	-10
O=C(Nc1ccc2c(c1)OCO2)N(CC(F)(F)F)C1CCOCC1	-7
CCOC(=O)C(C)Sc1nnc2n1CCN2c1ccccc1 (stereo not drawn)	6
Cc1c(Cl)cccc1S(=O)(=O)NCC1CCN(C(=O)c2ccoc2)CC1	3
CC(=NO)C(=O)C(CN1CCCCC1)CN1CCCCC1	-12
CCc1ccc(S(=O)(=O)N2CCN(c3ccc(-c4cccs4)nn3)CC2)s1	-5
NC(=O)c1ccccc1OCC#CCNS(=O)(=O)c1ccc2c(c1)CCCC2	-8
CCOC(=O)c1c(-c2ccc(F)cc2)csc1NC(=O)CNCc1ccccc1	-6
O=C(NCc1cncc(-c2cccs2)c1)c1cc2ccccc2s1	-6
COc1cc(OC)c(OC)cc1C=NN(C)c1ccccc1	73*

# (listing goes on)
SMILES,PriA SSB inh
CCOc1ccc(C(=O)Nc2cnc(OC)nc2)cc1,-21
CC[C@@](CNC(=O)c1cccc2ccccc12)(OC)c1ccccc1,4
COc1cc(NC(=O)NCc2ccccc2)ccc1N1CCCC1=O,-16
O=S(=O)(NC1CCC(Oc2ccccn2)CC1)C1CC1 (stereo not drawn),-2
Cc1ccc(Cn2cnc3c(cnn3CCNC(=O)Cc3cccc(C)c3)c2=O)cc1,11
COc1ccc(C=Nn2cnc3c([nH]c4ccc(F)cc43)c2=O)cc1CSc1ccccn1,-6
COCCN(Cc1ccoc1)C(=O)CCc1ccc(S(C)(=O)=O)cc1,5
COc1cc2c(cc1OC)C(COc1ccc([N+](=O)[O-])cc1)N(C(=O)c1ccccc1Br)CC2 (stereo not drawn),9
COc1ccc(Cl)cc1S(=O)(=O)NC[C@](C)(O)CSC,-4
Cc1cc(C(=O)N2CCC(CSC3=NCCS3)CC2)no1,-12
CCCS(=O)(=O)N1CCc2ccc(NC(=O)c3ccc(C(F)(F)F)cc3)cc2C1,-7
O=C(NCCc1ccccc1)NC[C@H]1CCCN1c1ccccc1,20
O=C(CN1CCC(c2cccs2)CC1)Nc1ccc(Br)cc1,-24
COc1ccc(C)cc1NC(=O)C(=O)NCCCc1ccccc1,-27
CCCCn1c(SCc2ccc(F)cc2Cl)nc2c(-c3ccccc3)c[nH]c2c1=O,-10
O=C(Cn1nc2c(c1NC(=O)COc1ccccc1F)CSC2)NCc1ccco1,-21
CC1CC(C)CN(S(=O)(=O)c2ccc(C(=O)Nc3ccc4c(c3)OCO4)cc2)C1 (stereo not drawn),-18
O=C(CSc1ncnc2c1oc1ccccc12)Nc1ccc2c(c1)OCO2,-7
CCOc1ccc(-n2nnc(C(=O)Nc3ccc(S(N)(=O)=O)cc3)c2C)cc1,1
CCCCS(=O)(=O)NCC#CCN1CCOCC1,-4
Nc1nonc1-n1nnc(C(=O)NN=Cc2ccccc2F)c1CN1CCOCC1,-4
CCCCc1ccc(C(C)=NNC(=O)C2CCCC2)cc1,-3
O=C(NN=Cc1ccc(O)cc1O)/C(=C/c1ccccc1)CCO,6
O=C(NCC(O)c1csc2ccccc12)NC(c1ccccc1)c1ccccc1 (stereo not drawn),-16
O=C(NN=Cc1ccc2c(c1)OCO2)c1cccs1,-8
SMILES,PriA SSB inh
CC(=O)c1cccc(NC(=O)c2ccc(S(=O)(=O)N(Cc3ccco3)C3CC3)o2)c1,-1
CCC(C)n1c(O)c(C=NNc2ccccc2)c(=O)[nH]c1=S (stereo not drawn),12
CCOC(=O)Cc1csc(NC(=O)CC2CSc3nc(C)cc(=O)n32)n1 (stereo not drawn),-17
O=C(Nc1ccccc1F)c1cc(C2CCN(C(=O)c3ccco3)CC2)[nH]n1,0
CCOc1ccc(-c2cc3c(SCc4c(C)noc4C)nccn3n2)cc1Cl,-17
NC(=O)Cn1c(=O)c2ccccc2c2ccccc2c1=O,6

# These rows are one share of the data. The share of hits here may be higher or lower than overall.
